APJ antagonist: antagonists of human APJ apelin receptor. P35414. CHO-K1 APJ beta-arrestin complementation, luminescence. inhibition, % at 20 µM. 330,000 compounds, 0.32% hits;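 active means inhibition above about 40% at 20 µM, limit read from the data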;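 further: cells challenged with 10 nM apelin-13 agonist together with compound; plate controls were apelin-13 plus DMSO wells for no effect and DMSO wells lacking apelin-13 for full effect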
Target sequence (P35414 whole entry, looked up): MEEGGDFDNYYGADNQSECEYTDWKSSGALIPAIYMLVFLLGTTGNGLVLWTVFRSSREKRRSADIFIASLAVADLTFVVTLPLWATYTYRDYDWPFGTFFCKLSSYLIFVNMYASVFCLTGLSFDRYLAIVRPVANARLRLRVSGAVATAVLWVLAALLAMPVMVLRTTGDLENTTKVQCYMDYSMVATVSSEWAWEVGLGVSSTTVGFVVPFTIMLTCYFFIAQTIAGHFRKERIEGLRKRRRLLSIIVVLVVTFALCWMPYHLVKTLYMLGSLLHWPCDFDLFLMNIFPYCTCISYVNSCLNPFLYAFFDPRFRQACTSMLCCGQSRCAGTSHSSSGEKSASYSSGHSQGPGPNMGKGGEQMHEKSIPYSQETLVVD
tim23-1 inh: tim23-1 yeast growth inhibition. S. cerevisiae tim23-1 growth, BacTiter-Glo luminescence, 24 h. inhibition, % at 20 µM. 330,000 compounds, 1.3% hits;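 active means growth inhibition of the mutant yeast at or above 50%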;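 further: temperature-sensitive mutant grown at 25 °C; plate controls were DMSO-treated mutant yeast for no effect and medium wells lacking yeast for full effect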
UPR XBP1 act: adaptive UPR (XBP1) activation; 330,000 compounds, 0.33% hits; CHO-XBP1 luciferase reporter, IRE1-XBP1 UPR activation, luminescence; percent of tunicamycin response, DMSO as zero; activation, % at 20 µM;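 active means versus positive control, 20 µM dose yields 30% or more activation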;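 further: 100% = tunicamycin at 10 µg/mL and 0% = DMSO only wells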
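Material: CHO cell line with stable XBP1 luciferase reporter; buffer or medium: F12 medium containing 10% fetal bovine serum; compound: single point, 20 µM final compound, 1% DMSO; incubation: 6 h treatment, 37 °C; measured by: glow luminescence from Steady-Glo reagent; evaluation: activation, % of tunicamycin; control set: tunicamycin high, DMSO low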
APJ agonist: activates the human apelin receptor APJ. AID 2520. CHO-K1 APJ PathHunter beta-arrestin, luminescence; 0% DMSO wells, 100% apelin. P35414. activation, % at 20 µM. 330,000 compounds, 0.11% hits;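 active means activation more than six SD over the plate average, tested at 20 µM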;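 further: 0% = DMSO alone and 100% = apelin-13 at 10 nM; some results filed as inactive read as strong as hits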
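Test system – PathHunter CHO-K1 APJ (AGTRL-1) beta-arrestin reporter cells · Input – 1000 cells/well · Compound – single test compound dose, 20 µM final, 1% DMSO · Times – compound stimulation 90 min at 25 °C, detection 60 min · Technique – beta-gal luminescence · Read-out basis – APJ–arrestin association signal · Control set – negative DMSO alone, positive Apelin-13 at 10 nM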
EBI2 block: antagonists of human EBI2 receptor. inhibition, % at 5 µM. EBI2 beta-arrestin recruitment, luminescence, 7a,25-OHC stimulated. P32249. 360,000 compounds, 0.81% hits; in the data active means inhibition above about 38%;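 further: enzyme fragment complementation signal reports receptor beta-arrestin coupling in cells; 0% = agonist plus DMSO wells and 100% = wells without agonist; some results beyond the cut were filed as inactive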
CHOP UPR activ: apoptotic UPR (CHOP) activation; 330,000 compounds, 0.34% hits; activation, % at 10 µM; CHO-CHOP luciferase reporter, luminescence; percent of tunicamycin response over DMSO baseline;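 active means at 10 µM dose, activation of 40% or more, normalized to positive control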;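 further: 100% = tunicamycin at 10 µg/mL and 0% = DMSO alone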
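measured by = luciferase luminescence | assay system = CHO-CHOP cells, stable luciferase reporter of PERK-eIF2a-CHOP signalling | amount = 500 reporter cells seeded per well | timing = 6 h compound exposure at 37 °C after overnight seeding | controls = positive tunicamycin 10 µg/mL, negative DMSO alone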
CCR6 antag: blocks CCL20-driven beta-arrestin recruitment at human CCR6; P51684; CHO-K1 CCR6 PathHunter beta-arrestin, luminescence, CCL20-stimulated; inhibition, % at 20 µM; 340,000 compounds, 0.49% hits;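 active means compounds whose inhibition of the agonist-driven luminescence signal at 20 µM reaches about 50%, limit read from the data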;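 further: cells stimulated with CCL20 at 14 nM final; plate controls were DMSO with CCL20 for no effect and DMSO without agonist for full effect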
Target sequence (P51684 whole entry, looked up): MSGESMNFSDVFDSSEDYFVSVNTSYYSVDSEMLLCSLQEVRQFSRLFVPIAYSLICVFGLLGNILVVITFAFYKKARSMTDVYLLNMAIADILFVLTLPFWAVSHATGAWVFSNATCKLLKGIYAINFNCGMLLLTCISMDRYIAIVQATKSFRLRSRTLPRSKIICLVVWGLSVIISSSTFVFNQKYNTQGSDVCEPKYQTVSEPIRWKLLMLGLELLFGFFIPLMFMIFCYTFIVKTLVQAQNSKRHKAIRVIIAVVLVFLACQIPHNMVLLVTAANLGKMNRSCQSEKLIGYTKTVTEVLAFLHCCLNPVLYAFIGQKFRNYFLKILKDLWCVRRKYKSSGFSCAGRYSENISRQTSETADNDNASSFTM
Mdm2 MdmX PPI: disrupts the human Mdm2-MdmX interaction; O15151+Q00987; SaOS-2 split-luciferase Mdm2/MdmX complementation, luminescence; inhibition, % at 8 µM; 330,000 compounds, 3% hits;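 active means inhibition of at least 50% at 8 µM in the primary screen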
CXCR6 block: inhibitors of human CXCR6 receptor; 360,000 compounds, 0.36% hits; CHO-K1 PathHunter CXCR6 beta-arrestin, luminescence; AID 602244; O00574; inhibition, % at 20 µM; in the data active means inhibition above about 34%, passing the limit was not always enough;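 further: antagonist mode with CXCL16 agonist at 10 nM final; 0% = 10 nM CXCL16 with DMSO and 100% = unstimulated wells without agonist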
Target sequence (O00574 whole entry, looked up): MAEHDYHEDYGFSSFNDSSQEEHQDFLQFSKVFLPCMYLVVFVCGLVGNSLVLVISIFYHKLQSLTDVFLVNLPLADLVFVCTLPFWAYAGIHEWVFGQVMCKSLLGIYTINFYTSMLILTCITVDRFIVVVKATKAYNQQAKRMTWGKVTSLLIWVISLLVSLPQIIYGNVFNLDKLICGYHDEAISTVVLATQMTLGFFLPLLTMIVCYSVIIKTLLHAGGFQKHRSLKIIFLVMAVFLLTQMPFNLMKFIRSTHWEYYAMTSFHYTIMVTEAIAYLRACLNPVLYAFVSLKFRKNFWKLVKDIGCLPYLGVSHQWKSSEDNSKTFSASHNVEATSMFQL
* = called active by the depositor; x = not tested or not shown.

cpd | smiles | APJ antagonist | tim23-1 inh | UPR XBP1 act | APJ agonist | EBI2 block
1 | COc1ccc(OCC(=O)N/N=C/c2cccn2-c2cccc(C(=O)O)c2)cc1 | 32 | -8 | 1 | 5 | -5
2 | CCCNC(=O)[C@H]1N2C(=O)c3c(ccc(OC)c3OC)C2SC1(C)C (stereo partly specified) | 10 | 4 | -3 | -1 | 1
3 | Cc1cc(NC(=O)CSc2nc3cc(Cl)ccc3c(=O)n2CC(C)C)no1 | 8 | -32 | -3 | 0 | x
4 | CSc1nsc(SC)c1NC(=O)Nc1ccccc1C | 3 | -3 | -4 | -2 | -8
5 | COc1ccc(C(=O)NCCc2c[nH]c3ccccc23)cc1S(=O)(=O)N1CCOCC1 | 1 | -6 | -4 | -1 | -3
6 | O=C(NCc1cccnc1)C1CCN(c2ccc(S(=O)(=O)N3CCOCC3)cc2Cl)CC1 | 1 | 13 | -4 | -2 | 6
7 | COc1ccc(NC(=O)CCC(=O)N/N=C/c2ccc([N+](=O)[O-])s2)cc1 | -24 | 62* | -1 | 6 | 0
8 | Cc1ccsc1/C=N/NC(=O)c1cccc(S(=O)(=O)Nc2ccccc2Cl)c1 | -5 | 0 | -4 | -4 | -18
9 | O=C(COc1ccc(Cl)cc1Cl)NCc1ccncc1 | -2 | -6 | 2 | -2 | -4
10 | COc1cc(OC)cc(C(=O)NCC(=O)OCc2nc3ccccc3s2)c1 | 1 | 21 | -4 | -4 | 6
11 | O=C(O)c1ccc(NS(=O)(=O)c2cc(Cl)ccc2Cl)cc1 | -31 | -2 | 0 | 6 | -3
12 | CC(=O)NCCSC(=O)c1ccc(F)cc1 | 7 | -2 | -2 | 0 | -5
13 | CSc1ccccc1NC(=O)c1ccc(Br)o1 | 4 | -4 | -1 | -6 | -5
14 | Cn1c(COc2ccccc2)nnc1SCCC(=O)Nc1ccccc1 | -21 | 11 | -3 | -1 | -8
15 | CC(NC(=O)Cc1cccs1)c1ccncc1 (stereo unspecified) | -5 | 3 | 1 | -2 | -1

cpd | CHOP UPR activ | CCR6 antag | Mdm2 MdmX PPI | CXCR6 block
1 | -0.1 | 9 | 12 | 0
2 | 0.2 | 2 | -4 | 7
3 | -1.6 | x | 1 | x
4 | 0.0 | -10 | 6 | 5
5 | -0.5 | 12 | 13 | -6
6 | 0.3 | 0 | -3 | -1
7 | 1.8 | 18 | 32 | 9
8 | 3.4 | 2 | 28 | -10
9 | -1.2 | 4 | -25 | -13
10 | 4.6 | 9 | -117 | -2
11 | -1.9 | 9 | 9 | 8
12 | 0.7 | -13 | -11 | -2
13 | 2.2 | 16 | -11 | 0
14 | -1.5 | 1 | 16 | 0
15 | -0.6 | -5 | -2 | 31

More records:
cpd | smiles | APJ antagonist | tim23-1 inh | UPR XBP1 act | APJ agonist | EBI2 block
16 | NS(=O)(=O)c1ccc(CNC(=O)CCC2CCCCC2)cc1 | -42 | 6 | -1 | 10 | -7
17 | O=C(CSc1ncnc2nc[nH]c12)Nc1ccccc1C(F)(F)F | -2 | 16 | -4 | 2 | -9
18 | Cc1ccc(C)c2nc(SCC(=O)Nc3ccc4c(c3)OCO4)c(C#N)cc12 | -11 | -1 | -1 | 0 | -6
19 | Brc1ccc(C2=CC(c3cccs3)n3ncnc3N2)cc1 (stereo unspecified) | 0 | 52* | -3 | -1 | 41
20 | COc1ccc(NC(=O)COC(=O)c2ccc(S(=O)(=O)N3CCCC3)cc2)cc1OC | 11 | -14 | -2 | 1 | 1
21 | CC(OC(=O)/C(C#N)=C/c1ccco1)C(=O)N(C)c1ccccc1 (stereo unspecified) | 8 | 15 | 0 | 1 | 0
22 | Cc1cc(CN(C)C(=O)CC2C(=O)NCCN2Cc2c(F)cccc2Cl)on1 (stereo unspecified) | -11 | 12 | 2 | -5 | 8
23 | CC(C)(C)C1CCc2c(sc(NC(=O)C3CCCO3)c2C(N)=O)C1 (stereo unspecified) | 27 | 33 | 0 | -3 | 16
24 | CCCCN(CC)C(=O)CN1C(=O)c2ccccc2C1=O | 18 | 16 | 1 | -1 | -2
25 | O=C(C1CCC1)N1CCc2cc(S(=O)(=O)NCCN3CCN(c4ccccc4F)CC3)ccc21 | 4 | -25 | 4 | -5 | 0
26 | Nc1nnc(-c2ccccc2)s1 | -3 | 21 | -2 | -2 | -1
27 | Fc1cccc(CCN2CCNC[C@H]2Cc2cccc3ccccc23)c1 | 9 | 14 | -2 | -5 | -1
28 | COc1cccc(N2CC(C(=O)NNC(=O)c3ccc(Cl)cc3)CC2=O)c1 (stereo unspecified) | 4 | -10 | -1 | 8 | -7
29 | CN(C)N=Nc1ccc(S(=O)(=O)NC(=O)Cc2ccccc2)cc1 | -4 | 17 | -2 | 1 | -5
30 | Cc1ccc(C)c(NC(=O)COC(=O)COc2cccc3c2OC(C)(C)C3)c1 | 15 | 29 | 0 | -2 | -7

cpd | CHOP UPR activ | CCR6 antag | Mdm2 MdmX PPI | CXCR6 block
16 | 1.3 | 10 | -47 | 4
17 | -1.8 | -4 | -5 | 6
18 | -2.1 | 13 | 17 | -5
19 | -2.2 | -8 | 1 | -36
20 | -1.0 | 3 | 13 | -1
21 | 0.9 | 8 | 7 | -7
22 | 2.5 | 1 | 10 | 7
23 | 2.6 | -15 | 23 | 12
24 | 0.4 | 22 | 6 | 0
25 | 5.1 | 18 | 18 | -7
26 | -0.1 | 4 | -10 | 3
27 | -0.5 | 21 | 32 | -9
28 | -1.3 | 6 | 14 | -4
29 | -0.7 | 3 | 3 | -1
30 | -0.2 | -1 | -29 | 5

Profiles from above. Order of values: APJ antagonist, tim23-1 inh, UPR XBP1 act, APJ agonist, EBI2 block, CHOP UPR activ, CCR6 antag, Mdm2 MdmX PPI, CXCR6 block
Cc1cc(CN(C)C(=O)CC2C(=O)NCCN2Cc2c(F)cccc2Cl)on1 (stereo unspecified) as listed: -11, 12, 2, -5, 8, 2.5, 1, 10, 7
CN(C)N=Nc1ccc(S(=O)(=O)NC(=O)Cc2ccccc2)cc1 as listed: -4, 17, -2, 1, -5, -0.7, 3, 3, -1

(next part)
cpd | smiles | APJ antagonist | tim23-1 inh | UPR XBP1 act | APJ agonist | EBI2 block
31 | Cc1cc(C)c(S(=O)(=O)N2CCN(C(=O)C3CCCO3)CC2)c(C)c1 (stereo unspecified) | 14 | 11 | 0 | -1 | -5
32 | Cc1cc(C)nc(CCNC(=O)c2cc(COc3ccc(F)cc3F)on2)n1 | 12 | -4 | 2 | -2 | -10
33 | COc1ccc(C2=CC3=CC(=O)C(C)(O)C(=O)C3=CO2)cc1 (stereo unspecified) | -24 | 9 | 0 | 1 | x
34 | CCNc1ccc(C(=O)OCC(=O)NCc2ccccc2Cl)cc1[N+](=O)[O-] | 3 | 1 | -3 | 0 | 0
35 | O=C(NC(=S)Nc1cc(C(F)(F)F)ccc1Cl)c1ccccc1 | 23 | -6 | -1 | -3 | 2
36 | CCSCc1nnc(SCC(=O)c2ccc(OC)cc2)n1C | 15 | 11 | 4 | -3 | -4
37 | Cc1ccc(S(=O)(=O)N2CCCCC2)cc1C(=O)OC1CCCCC1=O (stereo unspecified) | 11 | 28 | -5 | -2 | 3
38 | Cc1ccc(-n2ncc(C(=O)NC3CC3)c2C2CCN(C(=O)OC(C)(C)C)CC2)cc1 | 12 | 26 | -3 | -4 | -10
39 | CC(C)CC(=O)Nc1ccc2c(c1)nc(CCN1CCCCC1)n2C | 3 | -3 | 1 | -2 | 2
40 | COc1ccc(OC)c(C(=O)c2ccccc2)c1 | 15 | 4 | 0 | -2 | -8
41 | Cc1ccc(C(=O)N2CCN(c3ccc(NC(=O)Cc4ccccc4)cc3)CC2)cc1 | 14 | 16 | -1 | 8 | 16
42 | Cc1nc(NS(=O)(=O)c2ccccc2)sc1NC(=O)OC(C)C | -9 | 14 | -3 | 3 | -3
43 | CCc1ccc(C)c(OC(=O)c2cncc(Br)c2)c1 | 10 | 4 | -1 | -2 | -16
44 | COc1cc(OC)cc(-c2nnc(SCc3c(F)cccc3Cl)o2)c1 | -13 | 26 | 8 | 1 | 18
45 | Cc1cc(C(=O)Nc2ccc(Cl)cc2)c(C)n1-c1ccccc1 | 4 | 56* | -10 | 8 | 0

cpd | CHOP UPR activ | CCR6 antag | Mdm2 MdmX PPI | CXCR6 block
31 | -0.3 | 3 | 5 | -13
32 | -0.2 | 21 | 24 | -10
33 | 1.4 | x | -37 | x
34 | -0.4 | 21 | 7 | 8
35 | 0.2 | 32 | 1 | 12
36 | 2.6 | -4 | 13 | -1
37 | -3.3 | 16 | -13 | -6
38 | 1.5 | 0 | -2 | -2
39 | -2.3 | 4 | 19 | 5
40 | 0.4 | 14 | 22 | -8
41 | 0.5 | 5 | 16 | 5
42 | 0.0 | 1 | 28 | 0
43 | -0.7 | 14 | 15 | -2
44 | 5.8 | 16 | 25 | -8
45 | -8.7 | 6 | 89* | 4

Copied from the list:
`Brc1ccc(C2=CC(c3cccs3)n3ncnc3N2)cc1` (stereo unspecified) | CHOP UPR activ = -2.2
`Cc1cc(CN(C)C(=O)CC2C(=O)NCCN2Cc2c(F)cccc2Cl)on1` (stereo unspecified) | Mdm2 MdmX PPI = 10
`Cc1ccsc1/C=N/NC(=O)c1cccc(S(=O)(=O)Nc2ccccc2Cl)c1` | APJ agonist = -4

Back to the main list; the three compounds before the break are reprinted first.
cpd | smiles | APJ antagonist | tim23-1 inh | UPR XBP1 act | APJ agonist | EBI2 block
43 | CCc1ccc(C)c(OC(=O)c2cncc(Br)c2)c1 | 10 | 4 | -1 | -2 | -16
44 | COc1cc(OC)cc(-c2nnc(SCc3c(F)cccc3Cl)o2)c1 | -13 | 26 | 8 | 1 | 18
45 | Cc1cc(C(=O)Nc2ccc(Cl)cc2)c(C)n1-c1ccccc1 | 4 | 56* | -10 | 8 | 0
46 | Cc1c(C(=O)N(Cc2ccccc2)Cc2cccs2)cnn1-c1ccc(Cl)cc1 | -4 | 7 | -5 | -5 | -12
47 | CC(C)NCC(O)c1ccc2ccccc2c1 (stereo unspecified) | -5 | -14 | -5 | 5 | -2
48 | O=C(O)c1cccc(S(=O)(=O)NCC2CCCO2)c1 (stereo unspecified) | -9 | 5 | -1 | 2 | -5
49 | CCOC(=O)c1cc(NC(=O)CC(C)(C)CC(=O)O)ccc1N1CCCCC1 | 21 | 10 | -3 | 1 | 1
50 | CCOc1ccc(/C=N/NC(=O)c2nnn(-c3nonc3N)c2-c2ccc(OCC)cc2)cc1 | -4 | 5 | -1 | 5 | 7

cpd | CHOP UPR activ | CCR6 antag | Mdm2 MdmX PPI | CXCR6 block
43 | -0.7 | 14 | 15 | -2
44 | 5.8 | 16 | 25 | -8
45 | -8.7 | 6 | 89* | 4
46 | 0.3 | 15 | 25 | 20
47 | 0.1 | 10 | -4 | -7
48 | 1.4 | -8 | 4 | -2
49 | 0.6 | -2 | -8 | -14
50 | 1.6 | 10 | 1 | 4

Source: PubChem (Sanford-Burnham Center for Chemical Genomics)

The list is partial (hit frequency here may not be typical).
